Bioassay records as filed in PubChem.
S1P4 ag = agonists of human S1P4 receptor; S1P4-expressing cell line, agonist reporter assay; activation, % at 4.98 µM; hit rate 0.35% among 220,000; in the data active = activation above about 11%;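 also: 0% = DMSO vehicle and 100% = reference agonist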
Target sequence (O95977 whole entry, looked up): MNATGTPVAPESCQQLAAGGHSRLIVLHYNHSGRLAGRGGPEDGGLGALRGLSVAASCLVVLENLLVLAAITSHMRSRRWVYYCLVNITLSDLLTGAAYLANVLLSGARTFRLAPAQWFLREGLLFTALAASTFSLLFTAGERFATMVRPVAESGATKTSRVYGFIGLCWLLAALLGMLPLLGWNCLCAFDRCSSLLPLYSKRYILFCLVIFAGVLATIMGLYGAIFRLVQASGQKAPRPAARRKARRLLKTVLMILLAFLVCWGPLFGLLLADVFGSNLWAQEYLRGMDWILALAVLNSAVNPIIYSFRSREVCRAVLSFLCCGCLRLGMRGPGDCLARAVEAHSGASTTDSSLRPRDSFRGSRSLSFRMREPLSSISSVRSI
Runt-CBFb FRET = inhibitors of human RUNX1 Runt domain binding to CBFb | Q01196+Q13951 | Cerulean-Runt/Venus-CBFb FRET ratio 530/480, 1 h | inhibition, % at 20 µM | hit rate 0.46% among 220,000 | AID 1496;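 active = inhibition over about 50% at 20 µM in the single-dose screen, limit read from the data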;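 also: 0% = DMSO wells and 100% = excess unlabeled CBFb competitor control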
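System: Cerulean-labeled Runt domain protein | Quantity: 100 nM of each labeled protein | Schedule: 1 h compound exposure, room temperature | Detection: Fluorescence energy transfer, 422 nm excitation, 530/480 nm emission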
Ba/F3 V617F tox = lowers viability of Ba/F3 cells expressing EpoR and JAK2V617F. ATP luminescence. inhibition, % at 5.6 µM. hit rate 1.1% among 220,000. AID 1446;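 active = inhibition above the campaign mean plus 3 SD over all tested compounds, cut at about 24% in these data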;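 also: cytokine-independent growth of Ba/F3 cells driven by EpoR plus mutant JAK2; 0% = DMSO-treated cells and 100% = JAK inhibitor I control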
NPY2 pot ag = potentiators or agonists of human neuropeptide Y receptor Y2 | P49146 | cells expressing NPY-Y2, potentiator/agonist read-out | activation, % at 3.6 µM | hit rate 0.45% among 220,000 | AID 1359; in the data active = activation above about 27%;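 also: cells stimulated with NPY near EC25 plus isoproterenol at EC100; 0% = vehicle plus submaximal agonist and 100% = vehicle plus saturating agonist; some results beyond the cut were filed as inactive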
Target sequence (P49146 whole entry, looked up): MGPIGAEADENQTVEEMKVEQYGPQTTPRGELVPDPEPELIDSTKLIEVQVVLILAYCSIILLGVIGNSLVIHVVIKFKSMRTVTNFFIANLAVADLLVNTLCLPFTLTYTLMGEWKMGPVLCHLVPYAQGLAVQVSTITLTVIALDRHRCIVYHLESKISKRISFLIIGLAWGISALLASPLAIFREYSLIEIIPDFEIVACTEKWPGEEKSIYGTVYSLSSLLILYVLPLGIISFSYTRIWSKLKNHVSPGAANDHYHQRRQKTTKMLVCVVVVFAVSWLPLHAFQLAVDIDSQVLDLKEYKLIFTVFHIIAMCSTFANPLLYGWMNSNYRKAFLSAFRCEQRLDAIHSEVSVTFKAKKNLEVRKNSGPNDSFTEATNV
RBBP9 inh = inhibitors of human serine hydrolase RBBP9. O75884. recombinant RBBP9, FP-Rh probe fluorescence polarization. inhibition, % at 7.94 µM. hit rate 0.2% among 220,000;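 active = inhibition above the campaign mean of all tested compounds plus 3 SD, cut at about 14% in these data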;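 also: plate controls were DMSO wells with RBBP9 for no effect and wells lacking RBBP9 protein for full effect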
Target sequence (O75884 whole entry, looked up): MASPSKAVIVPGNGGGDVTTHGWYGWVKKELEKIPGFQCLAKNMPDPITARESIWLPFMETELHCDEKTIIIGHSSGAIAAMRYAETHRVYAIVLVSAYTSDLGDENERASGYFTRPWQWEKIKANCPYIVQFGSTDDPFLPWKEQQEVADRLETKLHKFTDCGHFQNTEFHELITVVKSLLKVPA
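System: RBBP9 protein / Quantity: 2.5 µM RBBP9 dispensing solution, before mixing / Also added: Serine-hydrolase probe FP-Rh, 375 nM pre-mixing / Dosing: 7.94 µM single dose, 0.794% DMSO / Timing: enzyme-compound preincubation 30 min, then probe labeling 45 min, 25 °C / Signal: FP readout at 525/598 nm / Controls: DMSO-treated enzyme wells and wells lacking RBBP9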
BaF3 tox = reduces parental Ba/F3 cell viability, JAK2V617F counter-screen. CellTiter-Glo ATP luminescence. inhibition, % at 5.6 µM. hit rate 1.1% among 220,000. AID 1486;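 active = inhibition above a per-campaign cutoff, the mean inhibition of all tested compounds plus 3 SD, cut at about 27% in these data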;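 also: 0% = DMSO wells and 100% = JAK Inhibitor I control wells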
S1P4 antagonist = blocks the human S1P4 receptor; hit rate 0.26% among 220,000; AID 1510; inhibition, % at 4.98 µM; S1P4-expressing cells, antagonist mode, reporter read-out; in the data active = inhibition above about 29%;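 also: 0% = wells stimulated with agonist and 100% = vehicle wells without agonist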
NPY-Y1 PAM-ag = potentiates or activates human NPY-Y1 receptor; NPY-Y1 expressing cells, potentiator/agonist activation; AID 1304; P25929; hit rate 0.37% among 220,000; activation, % at 3.6 µM; in the data active = activation above about 33%, passing the limit was not always enough;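 also: cells stimulated with NPY at EC10 then isoproterenol at EC100; 0% = low agonist plus stimulus and 100% = saturating agonist plus stimulus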
NPY Y1 blocker = blocks the human neuropeptide Y Y1 receptor | P25929 | HEK293-CNG Y1 cells, membrane potential fluorescence; NPY at EC95, then isoproterenol | inhibition, % at 3.6 µM | hit rate 1% among 200,000;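 active = inhibition above the campaign mean inhibition of all tested compounds plus 3 SD, cut at about 20% in these data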;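 also: 0% = DMSO wells given NPY plus isoproterenol and 100% = isoproterenol alone without NPY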
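Material: HEK293 Y1/CNG channel cell line | Also added: NPY (25 nM), isoproterenol (1 µM), Ro 20-1724 (25 µM) | Compound: One concentration, 3.6 µM, in 0.4% DMSO | Schedule: 3 h dye uptake, 1 h room-temperature compound, 45 min post-isoproterenol | Signal: Membrane-potential fluorescent dye readout | Read-out: % inhibition of NPY effect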
Active calls of the source: *; / = not tested or not shown. Hits appear at their usual frequency; any-hit rate near 3.6%.

1. O=C(NC(=S)N1CCOCC1)c1cc2ccccc2o1
2. CCOC(=O)c1cnc(-n2nc(C)cc2C)[nH]c1=O
3. N/C(CC(=O)NCCOc1ccccc1)=N\O
4. O=C(CCCN1C(=O)/C(=C/c2cccs2)SC1=S)NNC(=O)c1ccc(F)cc1
5. CCC(=O)c1cc2c(C)cc(=O)oc2c(C)c1O
6. COc1ccc(C(O)Cn2c(=N)n(CCCN(C)C)c3ccccc32)cc1 (configuration not stated)
7. O=C(c1ccccc1)c1ccc(OCC(=O)N2CCOCC2)cc1
8. O=C(COc1ncnc2c(Cl)cc(Cl)cc12)Nc1cc([N+](=O)[O-])ccc1Cl
Assay by compound	1	2	3	4	5	6	7	8
S1P4 ag	-1.7	0.1	1.6	3.3	-0.6	-1.2	-0.3	1.1
Runt-CBFb FRET	1	1	0	1	27	1	0	1
Ba/F3 V617F tox	3	-2	2	-4	1	5	-1	0
NPY2 pot ag	-12	10	-4	12	2	6	0	0
RBBP9 inh	0	-3	-6	1	-4	-8	4	-8
BaF3 tox	8	-2	4	1	2	2	6	5
S1P4 antagonist	4	-1	-22	-12	5	-20	-8	-11
NPY-Y1 PAM-ag	2	7	-5	2	-4	-14	-1	6
NPY Y1 blocker	-1	/	2	5	5	3	0	-6

9. CCN1CCN(C(=O)C2=C(C(=O)O)CCCC2)CC1
10. COc1cc(NC(=O)C2CCN(S(=O)(=O)c3cccc4nonc34)CC2)cc(OC)c1
11. Cc1ccc2[nH]cc(C(=O)CN3CCOCC3)c2c1
12. Nc1nc(C23CC4CCC(CC(C4)C2)C3)cs1
13. CCOc1ccc(C(=O)c2cc([N+](=O)[O-])ccc2Cl)cc1
14. CN(C)S(=O)(=O)c1ccc(C(=O)Nc2ccccc2SCCC#N)cc1
15. O=C(COc1ccccc1C(=O)NCC1CCCO1)Nc1ccc(Br)cc1 (configuration not stated)
16. Cc1[nH]n(-c2ccc([N+](=O)[O-])cc2)c(=O)c1N=Nc1nc2ccccc2s1
Assay by compound	9	10	11	12	13	14	15	16
S1P4 ag	0.8	-0.6	-1.1	1.7	-2.2	0.3	-0.5	2.4
Runt-CBFb FRET	0	0	2	-1	-3	48	-2	/
Ba/F3 V617F tox	0	-1	0	2	-1	-1	3	2
NPY2 pot ag	-3	21	-18	3	16	9	0	0
RBBP9 inh	-2	-9	-6	-5	-2	-2	-14	-5
BaF3 tox	8	1	10	1	1	6	5	7
S1P4 antagonist	-1	-4	-14	2	-20	-1	-24	4
NPY-Y1 PAM-ag	-17	15	14	20	34	3	10	32
NPY Y1 blocker	-1	2	-2	-1	-1	0	-3	9

Rewritten as a markdown table: 5 of the compounds above.
| entry | Structure | S1P4 ag | Runt-CBFb FRET | Ba/F3 V617F tox | NPY2 pot ag | RBBP9 inh | BaF3 tox | S1P4 antagonist | NPY-Y1 PAM-ag | NPY Y1 blocker |
| --- | --- | --- | --- | --- | --- | --- | --- | --- | --- | --- |
| 12 | Nc1nc(C23CC4CCC(CC(C4)C2)C3)cs1 | 1.7 | -1 | 2 | 3 | -5 | 1 | 2 | 20 | -1 |
| 13 | CCOc1ccc(C(=O)c2cc([N+](=O)[O-])ccc2Cl)cc1 | -2.2 | -3 | -1 | 16 | -2 | 1 | -20 | 34 | -1 |
| 14 | CN(C)S(=O)(=O)c1ccc(C(=O)Nc2ccccc2SCCC#N)cc1 | 0.3 | 48 | -1 | 9 | -2 | 6 | -1 | 3 | 0 |
| 15 | O=C(COc1ccccc1C(=O)NCC1CCCO1)Nc1ccc(Br)cc1 (configuration not stated) | -0.5 | -2 | 3 | 0 | -14 | 5 | -24 | 10 | -3 |
| 16 | Cc1[nH]n(-c2ccc([N+](=O)[O-])cc2)c(=O)c1N=Nc1nc2ccccc2s1 | 2.4 | / | 2 | 0 | -5 | 7 | 4 | 32 | 9 |

Later entries
17. Cn1c(CN2CCCC(C(=O)c3ccc4c(c3)OCO4)C2)nc2ccccc21 (configuration not stated)
18. CC1CCc2c(sc3ncnc(NCCCOC(C)C)c23)C1 (configuration not stated)
19. Cn1c(=O)c(-c2ccccc2)c(O)c2ccccc21
20. O=C(O/N=C\c1ccc(N2CCCCC2)c([N+](=O)[O-])c1)c1cccc(Cl)c1
21. c1cc2nc(C34CC5CC(CC(C5)C3)C4)[nH]c2cn1
22. O=c1c(-c2nnc(SCc3ccc(Cl)cc3Cl)o2)cccn1Cc1ccccc1
23. Cc1onc(-c2ccccc2)c1C(N)=O
24. O=C(C1=C[C@H](c2ccccc2)C[C@H](OCCCCO)O1)N1CCOCC1
Assay by compound	17	18	19	20	21	22	23	24
S1P4 ag	1.1	1.2	0.3	-0.1	0.4	0.5	2.3	0.3
Runt-CBFb FRET	0	-9	0	/	-1	-3	3	-1
Ba/F3 V617F tox	-2	-3	-1	-2	0	-3	4	1
NPY2 pot ag	-18	-12	2	2	5	-3	14	-2
RBBP9 inh	-8	3	9	-2	-8	-9	-5	0
BaF3 tox	-2	0	-3	-1	1	5	1	1
S1P4 antagonist	2	-8	-13	-8	-11	0	-11	-2
NPY-Y1 PAM-ag	-9	-14	-1	18	12	11	14	-2
NPY Y1 blocker	6	10	2	1	-4	2	-5	-6

25. O=C(Nc1ccc(S(=O)(=O)N2CCCC2)cc1)C1COc2ccccc2O1 (configuration not stated)
26. NS(=O)(=O)c1ccc(Cl)cc1[N+](=O)[O-]
27. O=c1c2ccccc2ncn1-c1cccc(Cl)c1
28. CN(C)CCN1C(=O)C(=O)/C(=C(/O)c2ccc3c(c2)OCCO3)C1c1ccccn1 (configuration not stated)
29. COc1ccc(C(F)(F)F)cc1NC(=O)c1nc2nc(C)cc(C(F)F)n2n1
30. COc1ccc([N+](=O)[O-])cc1N(CC(=O)Nc1ccccc1C(=O)NC(C)C)S(C)(=O)=O
31. Cc1cc(Cl)cc(Cl)c1OCCCCN(C)C
32. Cc1occc1C(=O)NC(C)C12CC3CC(CC(C3)C1)C2 (configuration not stated)
Assay by compound	25	26	27	28	29	30	31	32
S1P4 ag	0.7	-1.9	0.7	1.8	-0.8	2.1	-0.5	4.5
Runt-CBFb FRET	-3	4	0	2	-1	-2	-2	-1
Ba/F3 V617F tox	1	2	-3	1	0	-3	-1	-1
NPY2 pot ag	2	2	3	-6	-6	6	-7	7
RBBP9 inh	-10	1	-9	6	1	1	-6	-1
BaF3 tox	-1	1	-1	-4	5	4	7	3
S1P4 antagonist	-3	8	-6	2	-2	-18	-17	-2
NPY-Y1 PAM-ag	0	-7	-14	-3	-1	-6	-2	10
NPY Y1 blocker	3	/	-2	/	-22	7	14	8

33. O=C(O)C1CC(=O)N(CCc2c[nH]c3ccccc23)C1 (configuration not stated)
34. COC(CNC(=O)c1ccc(N2CCC3(CC2)OCCO3)c([N+](=O)[O-])c1)OC
35. CCC(CC)c1nnc(NC(=O)c2ccco2)s1
36. COc1ccccc1C(=O)N1CCN=C1SC
37. Cc1sc(N(C(=O)CCc2ccccc2)c2ccc(C(=O)O)cc2)nc1-c1ccccc1
38. Cc1ccnc(NC(=O)COc2ccc3oc4c(c3c2)CCCC4)c1
39. O=C(c1ccc(S(=O)(=O)Cc2cc(F)ccc2F)c([N+](=O)[O-])c1)N1CCCC1
40. C=CCn1cnc2c(sc3nc(C)cc(C)c32)c1=O
Assay by compound	33	34	35	36	37	38	39	40
S1P4 ag	-1.8	0.7	-0.7	-0.2	-2.3	-0.3	-0.1	-1.5
Runt-CBFb FRET	-2	0	4	3	-7	-3	9	1
Ba/F3 V617F tox	1	4	-2	3	-2	3	-4	-2
NPY2 pot ag	-7	12	-7	-6	0	-7	4	-8
RBBP9 inh	-7	-10	-7	-11	-10	-5	-14	-13
BaF3 tox	7	8	3	4	4	6	0	-1
S1P4 antagonist	1	-20	5	6	-2	-9	8	6
NPY-Y1 PAM-ag	-11	5	6	-13	1	-31	9	10
NPY Y1 blocker	1	2	-10	-7	2	21*	6	/

41. CCCC(=O)C1=C(O)C(C(=O)OC)C(C)(C)CC1=NC (configuration not stated)
42. Cc1nn2c(-c3ccncc3)ccnc2c1Cl
43. Cc1ccc(NS(=O)(=O)c2ccc(C3CCCCC3)cc2)cc1
44. CCN(CC)C(=O)CN(c1ccc(F)c(Cl)c1)S(C)(=O)=O
45. CCOc1ccc(-c2nnc3sc(COc4ccc(C)cc4)nn23)cc1
46. COc1ccc(-n2c(Cc3cccn3C)nnc2SCC(=O)Nc2ccccc2C)cc1
47. O=C(Nc1ccccc1)Nc1cc([N+](=O)[O-])ccc1F
48. COc1ccc(-c2nc(SCC(=O)NC3CCCC3)c(-c3ccc(OC)cc3)[nH]2)cc1
Assay by compound	41	42	43	44	45	46	47	48
S1P4 ag	-0.9	2.2	3.9	-4.8	-0.4	-0.5	5.7	0.5
Runt-CBFb FRET	-2	0	-2	1	-8	0	-2	-1
Ba/F3 V617F tox	2	0	1	-8	-4	2	0	4
NPY2 pot ag	-9	-6	-1	10	-7	0	21	1
RBBP9 inh	-2	-6	-11	-5	2	-6	-4	-5
BaF3 tox	10	8	6	-2	6	3	3	9
S1P4 antagonist	-13	-24	-15	-19	-16	-25	-15	9
NPY-Y1 PAM-ag	-6	0	-14	-3	14	4	4	-6
NPY Y1 blocker	-2	-1	7	-7	12	2	-1	1

49. Cc1cc(C)cc(N(C(C)C(=O)NCCC2=CCCCC2)S(C)(=O)=O)c1 (configuration not stated)
50. O=C(Nc1ccc(C(F)(F)F)cc1)c1csc(-c2ccncc2)n1
51. CSC(=Nc1ccccc1)Nc1ccccc1
52. CCN1C(=O)c2cccc3c(NC(=O)c4cccc(N5C(=O)CCC5=O)c4)ccc1c23
53. O=C1CCOc2cc(OCc3ccccc3)ccc21
54. CC12COC3(C(=O)Nc4ccc5ccccc5c4)CC1CCC32C (configuration not stated)
55. CC1(C)CC(=O)C(C=NCCO)=C(O)C1
56. O=C(Nc1nc(-c2ccc(F)cc2)cs1)c1cnccn1
57. COc1ccc(C)c2sc(=NC(=O)c3ccccc3)n(C)c12
58. CCOC(=O)c1c(C)[nH]c(C(=O)OCC(=O)N2CC(C)OC(C)C2)c1C (configuration not stated)
59. NC(=O)CSc1nc(C23CC4CC(CC(C4)C2)C3)nc2ccccc12
Assay by compound	49	50	51	52	53	54	55	56	57	58	59
S1P4 ag	0.6	1.7	-1.3	0.2	1.0	-1.5	1.1	0.0	2.6	0.2	-0.4
Runt-CBFb FRET	0	-8	1	-12	-4	-1	0	0	-2	-1	4
Ba/F3 V617F tox	1	-2	-3	2	-5	1	0	2	-4	1	-1
NPY2 pot ag	2	-25	7	-19	11	-20	11	2	0	-5	11
RBBP9 inh	-6	-4	-5	-9	-8	-8	-4	-2	6	-11	3
BaF3 tox	5	2	-2	6	2	8	6	5	1	3	10
S1P4 antagonist	-4	-4	-15	-8	-5	0	-14	-4	-8	-12	3
NPY-Y1 PAM-ag	-13	-19	13	15	-4	-19	-18	8	16	-20	8
NPY Y1 blocker	6	-1	/	8	-8	23*	1	2	8	0	0
